# Screens (PubChem BioAssay)
# TCR CD3 inh – inhibitors of human TCR-CD3 interaction; AID 651800; 360,000 tested, 0.37% active; TAMRA-labeled TCR probe fluorescence, biochemical; inhibition, % at 9.4 µM; in the data active = inhibition above about 19%;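 note: recombinant mutant TCR 2C K166C tagged with TAMRA read by polarization; 0% = receptor in buffer alone and 100% = receptor with positive control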
# PRMT1 FP inh – PRMT1 (human) inhibition, primary screen. Q99873. recombinant PRMT1, activity-based probe fluorescence polarization. inhibition, % at 2.79 µM. 370,000 tested, 1.3% active;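 active = inhibition above about 21% made by adding two undisclosed values, limit read from the data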
# LEDGF integ inh – blocks HIV-1 LEDGF/p75-dependent DNA integration; TR-FRET IN-LEDGF/p75 DNA integration, Eu/Cy5; inhibition, % at 3.7 µM; 370,000 tested, 0.64% active; AID 743269;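 active = inhibition above the screen-wide mean plus 3 SD, cut at about 13% in these data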;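 note: signal is the Cy5 over europium emission ratio at 671 and 618 nm; 0% = plate median of compound wells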
# mABHD4 FP – ABHD4 (mouse) inhibition, primary FP screen; Q8VD66; purified mABHD4, FP-Rh probe fluorescence polarization; inhibition, % at 8.92 µM; 370,000 tested, 0.54% active; AID 720543;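 active = inhibition exceeding the mean over every tested compound plus 3 SD, cut at about 30% in these data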;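 note: 0% = plate median of compound wells and 100% = S159A mutant with DMSO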
# Target sequence (Q8VD66 whole entry, looked up): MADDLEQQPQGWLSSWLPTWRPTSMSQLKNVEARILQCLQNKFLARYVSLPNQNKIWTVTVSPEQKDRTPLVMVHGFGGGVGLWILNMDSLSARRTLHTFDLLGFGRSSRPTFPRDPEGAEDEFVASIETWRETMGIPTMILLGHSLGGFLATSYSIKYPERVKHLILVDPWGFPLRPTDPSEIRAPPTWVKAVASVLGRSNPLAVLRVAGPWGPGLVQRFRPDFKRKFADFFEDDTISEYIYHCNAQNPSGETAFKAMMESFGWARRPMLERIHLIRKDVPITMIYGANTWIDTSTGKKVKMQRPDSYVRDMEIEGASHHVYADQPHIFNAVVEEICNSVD
#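 Assay system: mouse ABHD4 enzyme, wild type / Also added: fluorescent activity-based probe FP-Rh / Doses: single nominal dose of 8.92 µM, 0.89% DMSO final / Timing: 45 min compound pre-incubation plus 60 min probe step, 25 °C / Signal: FP readout, ex 525 nm / em 598 nm / Control set: S159A mutant/DMSO as 100%, compound-well median as 0%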
# PG9 Ab binder – PG9 antibody binding by small molecule. 360,000 tested, 0.43% active. TR-FRET gp120-PG9 antibody binding. inhibition, % at 6.7 µM. AID 624416; in the data active = inhibition above about 8.5%
# HTRA1 inhibitor – blocks human HTRA1 serine peptidase; Q92743; inhibition, % at 5.96 µM; recombinant HTRA1, FP-rhodamine activity-based probe, fluorescence polarization; 340,000 tested, 0.5% active; AID 504803; in the data active = inhibition above about 36%;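 note: 0% = enzyme with DMSO and 100% = wells lacking enzyme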
# SIAE inh – inhibitors of human sialic acid acetylesterase SIAE. Q9HAT2. SIAE FP-Rh probe binding, fluorescence polarization. inhibition, % at 9.66 µM. 370,000 tested, 0.69% active. AID 1053197;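 active = inhibition above a cutoff: mean of compounds within the control limits plus 3 SD of those, cut at about 17% in these data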;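 note: 0% = plate median of compound wells and 100% = probe without SIAE protein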
# Target sequence (Q9HAT2 whole entry, looked up): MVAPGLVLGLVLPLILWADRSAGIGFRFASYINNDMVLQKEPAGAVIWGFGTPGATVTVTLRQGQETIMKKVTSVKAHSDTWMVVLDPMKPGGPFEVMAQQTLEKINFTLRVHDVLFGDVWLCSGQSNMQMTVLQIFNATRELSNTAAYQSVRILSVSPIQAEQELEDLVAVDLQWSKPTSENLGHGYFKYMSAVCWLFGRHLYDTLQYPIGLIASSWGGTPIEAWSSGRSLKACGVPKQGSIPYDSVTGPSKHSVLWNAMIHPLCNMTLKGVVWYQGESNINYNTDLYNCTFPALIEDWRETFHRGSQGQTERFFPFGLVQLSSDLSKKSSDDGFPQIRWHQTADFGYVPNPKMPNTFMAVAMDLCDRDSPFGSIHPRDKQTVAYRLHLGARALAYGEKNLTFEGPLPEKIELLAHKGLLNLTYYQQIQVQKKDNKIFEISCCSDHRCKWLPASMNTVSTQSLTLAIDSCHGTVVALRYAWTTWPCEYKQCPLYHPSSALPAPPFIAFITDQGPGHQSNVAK
# TDP2 inh – blocks human TDP2 phosphodiesterase activity; recombinant TDP2, T5PNP hydrolysis, p-nitrophenol absorbance 415 nm; O95551; 370,000 tested, 0.34% active; inhibition, % at 12.8 µM;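 active = inhibition above the mean of all tested compounds plus 3 SD, set per campaign, cut at about 25% in these data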;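 note: 0% = DMSO with enzyme and 100% = buffer with substrate but no TDP2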
#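 Test system: human TDP2 enzyme; Input: 120 nM TDP2 per well; Buffer or medium: Mg2+-containing Tris-HCl buffer, pH 7.5; Reagent: 5 mM T5PNP; Dosing: 12.8 µM single point, 1% DMSO; Incubation: reaction 2 h, 37 °C; Detection: p-Nitrophenol epi absorbance; Read-out: % inhibition relative to enzyme-containing and enzyme-free wells; Replicates: single well per compound.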
# UHRF1 binding – human UHRF1 methylated DNA binding inhibitors | Q96T88 | UHRF1 binding to methylated oligo, TR-FRET | inhibition, % at 4.4 µM | 370,000 tested, 0.75% active; in the data active = inhibition above about 21%;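 note: UHRF1 SRA domain binding a hemimethylated CpG hairpin DNA probe; 0% = median of test compound wells and 100% = reference inhibitor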
# Tn7 DDE FP – inhibitors of Tn7 peptide binding to human fibrin DD(E); P02675; FP displacement of FITC-Tn7 peptide from fibrin DD(E); 0% = median of compound wells per plate; inhibition, % at 8.3 µM; 370,000 tested, 0.13% active; AID 720508;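 active = inhibition above the mean of compounds falling within the control limits plus 3 SD of them, cut at about 14% in these data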;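 note: 0% = plate median of compound wells and 100% = 10 µM Aha-Tn7 peptide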
#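 Also added: labelled Tn7 tracer, 0.1 µM; Assay system: human fibrin DD(E) protein; Amount: 2 µM fibrin DD(E); Schedule: 10 min compound pre-incubation, 3 h probe incubation at room temperature; Repeats: one replicate per compound; Read-out basis: percent inhibition; Measured by: fluorescence polarization of the labelled Tn7 tracer.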
# An asterisk follows results filed as active; · = not tested or not shown.
no.	TCR CD3 inh	PRMT1 FP inh	LEDGF integ inh	mABHD4 FP	PG9 Ab binder	HTRA1 inhibitor	SIAE inh	TDP2 inh	UHRF1 binding	Tn7 DDE FP	Structure
1	5	-1	-1	3	-1.0	5	3	17	-1	-3	O=C(NC1CCCCCC1)c1ccc2nc3cc(Cl)ccc3c(=O)n2c1
2	12	-2	2	-25	1.7	-51	-11	0	-3	12	Clc1cccc(-c2nc(NCC3CCCO3)c3ccccc3n2)c1 (centres undefined)
3	-4	-1	-2	6	0.9	-5	11	5	-3	2	N#C/C(=C\c1ccc(OC(=O)c2ccc(Cl)s2)cc1)c1nc2ccccc2[nH]1
4	24*	38*	17*	47*	1.5	59*	22*	3	6	1	O=C(Nc1ccccc1)c1ccc2nc(-c3ccco3)c(-c3ccco3)nc2c1
5	-4	0	1	2	-0.2	1	-8	3	-1	5	CC1Sc2ccc(C(=O)Nc3cc(S(C)(=O)=O)ccc3Cl)cc2NC1=O (centres undefined)
6	3	-1	2	5	0.5	·	-3	-17	0	-2	NC(=O)c1c(N)[nH]c(C(=O)c2ccccc2)c1-c1ccc2c(c1)OCO2
7	3	2	3	3	-4.1	-1	0	-2	-3	-3	COc1ccc(/C(O)=C2/C(=O)C(=O)N(CC3CCCO3)C2c2ccc(O)c(OC)c2)cc1 (centres undefined)
8	0	2	-8	3	-3.1	7	-2	-4	4	0	COc1ccc(N(C(=O)Cn2nnc(-c3ccc(Cl)cc3)n2)C(C(=O)NCC2CCCO2)c2ccncc2)cc1 (centres undefined)
9	6	1	-1	3	-1.0	0	-4	14	0	8	N#Cc1ccccc1COC(=O)c1cc(=O)c2ccccc2o1
10	-1	3	2	-3	3.2	-7	7	-1	0	-5	COc1ccc(C(=O)Nc2ccc(NC(=O)c3ccccc3F)cn2)cc1
11	-4	5	-4	3	-0.4	6	0	4	2	-1	COc1ccccc1C(=O)NNC(=O)c1ccc(C)cc1
12	1	-1	3	-10	-3.1	3	1	-17	0	1	CCN(CC)Cc1c(C(=O)N/N=C/c2cccs2)nnn1-c1nonc1N
13	5	-3	-5	5	1.0	0	7	5	0	-2	Cc1cc(C(=O)N/N=C/c2cccnc2)c(C)o1
14	5	-4	-1	-7	0.6	·	2	-11	-1	-5	FC(F)(F)Oc1ccccc1C(c1nnnn1-c1ccc2c(c1)OCCO2)N1CCN(C/C=C/c2ccccc2)CC1 (centres undefined)
15	10	11	19*	29	-2.1	16	9	2	11	-4	Cc1ccc(N2C(=O)/C(=C/c3ccco3)SC2=S)cc1
16	-2	1	-2	-11	2.6	-56	3	-2	-1	8	COc1ccc(C)cc1NC(=O)C(Sc1nnc(Nc2cc(C)ccc2OC)s1)c1ccccc1 (centres undefined)
17	-7	0	-7	-10	0.7	·	-5	-5	0	2	O=C(Nc1cccc2ccccc12)c1ccc2sc([C@H]3C[C@H](O)[C@@H](CO)O3)nc2c1
18	-3	4	-2	7	-0.9	-1	2	7	2	4	O=C(c1ccc(NS(=O)(=O)c2cccc([N+](=O)[O-])c2)cc1)N1CCN(C(=O)c2ccco2)CC1
19	-1	1	5	8	-3.4	28	4	-6	0	-11	Nc1ccc(N2CCN(c3ccc(F)cc3)CC2)cc1
20	2	6	-3	11	0.1	4	3	6	-2	7	Cc1c(S(=O)(=O)NC2CCCCC2)c(=O)n(C)c(=O)n1C
21	-8	-1	-1	1	1.0	-3	6	6	-1	1	COc1ncccc1-c1nnn(-c2ccc(F)cc2)n1
22	2	1	3	-4	-1.0	2	8	-3	2	1	COc1ccc(NC(=O)COc2ccc(C(=O)NC3CCCc4ccccc43)cc2OC)cc1 (centres undefined)
23	9	-2	-4	4	-1.1	-2	9	-12	-1	6	CN(Cc1ccccc1)Cc1c[nH]c2ccccc12
24	-8	3	-5	1	-0.1	9	-4	7	-1	2	O=c1[nH]n2c(C(F)(F)F)cc(C3CC3)nc2c1N=Nc1ccccc1
25	0	-2	3	1	-11	5	7	-3	-2	-1	N=C(N)c1ccc(/C=C/c2ccc(C(=N)N)cc2O)cc1
26	8	-6	2	2	-2.0	-1	6	1	-5	7	COc1cc(C(=O)NC(=S)Nc2ccc([N+](=O)[O-])cc2)cc(OC)c1OC
27	0	-4	1	6	0.2	·	4	8	-1	-7	Cc1cn([C@H]2C[C@H](O)[C@@H](/C=C/C(=O)NCCC(C)C)O2)c(=O)[nH]c1=O
28	5	-5	0	-20	-1.4	-21	-86	12	-2	-1	CC(C)(C)c1ccc(OCC(=O)Nc2ccc(C(=O)Nc3ccccc3C(=O)O)cc2)cc1
29	-2	7	0	4	0.2	-1	0	4	6	2	COc1ccc(-c2nc(NC(=O)Cn3c(=O)oc4ccccc43)sc2C)cc1
30	4	-3	2	-2	1.1	·	0	2	-2	-6	COc1ccc(-c2oc3c(c2C#CC(C)(C)O)C(OC)CCC3)cc1 (centres undefined)
31	0	-3	-1	-1	-1.4	-7	6	11	-1	-3	COc1cc(OC)cc(C(=O)OCC(=O)NC(C)CCc2ccccc2)c1 (centres undefined)
32	-12	2	-4	5	2.1	-6	2	-2	1	0	Brc1cc2c(cc1C1OCCO1)OCO2

# Arranged by molar mass (ascending): some entries from above
no.	TCR CD3 inh	PRMT1 FP inh	LEDGF integ inh	mABHD4 FP	PG9 Ab binder	HTRA1 inhibitor	SIAE inh	TDP2 inh	UHRF1 binding	Tn7 DDE FP	Structure
13	5	-3	-5	5	1.0	0	7	5	0	-2	Cc1cc(C(=O)N/N=C/c2cccnc2)c(C)o1
24	-8	3	-5	1	-0.1	9	-4	7	-1	2	O=c1[nH]n2c(C(F)(F)F)cc(C3CC3)nc2c1N=Nc1ccccc1
5	-4	0	1	2	-0.2	1	-8	3	-1	5	CC1Sc2ccc(C(=O)Nc3cc(S(C)(=O)=O)ccc3Cl)cc2NC1=O (centres undefined)
16	-2	1	-2	-11	2.6	-56	3	-2	-1	8	COc1ccc(C)cc1NC(=O)C(Sc1nnc(Nc2cc(C)ccc2OC)s1)c1ccccc1 (centres undefined)
14	5	-4	-1	-7	0.6	·	2	-11	-1	-5	FC(F)(F)Oc1ccccc1C(c1nnnn1-c1ccc2c(c1)OCCO2)N1CCN(C/C=C/c2ccccc2)CC1 (centres undefined)

# The list goes on.
no.	TCR CD3 inh	PRMT1 FP inh	LEDGF integ inh	mABHD4 FP	PG9 Ab binder	HTRA1 inhibitor	SIAE inh	TDP2 inh	UHRF1 binding	Tn7 DDE FP	Structure
33	2	5	2	1	-2.3	-7	-4	-2	1	5	CCN1C(=O)C(CC(=O)Nc2ccc(F)cc2)N(Cc2ccco2)C1=S (centres undefined)
34	-2	-2	0	-5	-1.1	-4	-1	1	2	6	O=C(Nc1cccc(Cl)c1)Nc1nnc(CSCCOc2ccc(Cl)cc2)s1
35	3	-3	0	0	-1.7	3	4	-19	2	2	Cc1ccccc1C(=O)N1CCC(C(=O)Nc2ccc(S(=O)(=O)N3CCCC3)cc2)CC1
36	0	1	-1	-2	-0.6	-6	8	6	-1	4	N#Cc1cc(C(=O)c2cc(Cl)ccc2O)cn(CC2CCCO2)c1=O (centres undefined)
37	-5	-1	-2	-18	-0.5	-13	-21	4	3	8	Cc1ccccc1OCC(=O)NNC(=O)c1ccc(-c2ccccc2)cc1
38	-6	5	-7	-13	-2.2	-4	-3	-11	5	-1	CCCCn1cnc2cc(C)c(C)cc21
39	6	2	-2	-90	-2.1	-65	-102	4	9	9	O=C(NCc1ccccc1)c1onc(CSc2nc3ccccc3[nH]2)c1C(=O)NCc1ccccc1
40	4	-4	-2	-5	0.1	7	13	-2	-3	1	Cc1ccc2cc(CCNC(=O)C3CCCCC3)c(=O)[nH]c2c1C
41	-1	-2	6	-3	0.4	8	-4	-15	-1	-1	CC(C)Oc1ccc(C(=O)Nc2nnc(C3=COCCO3)o2)cc1
42	0	-2	-1	-33	-1.8	·	-14	-2	-1	4	COc1cccc(C(C)(O)c2nc(-c3cccc(C(C)C)c3)cs2)c1 (centres undefined)
43	-6	1	0	-8	2.2	-22	-2	-13	3	0	Brc1ccc(-c2noc(COc3ccc4c(c3)CCC4)n2)o1
44	1	0	-3	0	-1.7	·	-9	-2	6	-2	Cc1ccc(OCc2nc3ccccc3n2C(C(=O)NC(C)(C)C)c2ccccc2)cc1 (centres undefined)
45	6	-2	2	-1	-1.1	-6	1	13	2	5	CCOc1ccccc1Nc1nc2ccccc2n1C(C)C
46	-6	-1	1	-2	-0.6	3	6	5	0	-13	CCOc1ccccc1NC(=O)CSc1n[nH]c(=O)n1-c1ccccc1
47	5	3	2	-3	-2.2	-12	-7	-5	4	-5	Cc1cccc(NC(=O)CSCC(=O)Nc2ccc(S(=O)(=O)N3CCCCC3)cc2)c1
48	3	-4	-4	-6	-1.5	-16	0	-4	2	0	Cc1cc(C)nc(SCC(=O)NN=C2CCCC2)n1
49	-5	-2	2	-6	-1.3	-2	0	-5	2	-3	COc1ccccc1C(=O)OCC(=O)N1CCC(Cc2ccccc2)CC1
50	6	84*	-1	15	0.7	6	2	11	10	-2	O=c1c2ccccc2sn1-c1ccc(F)cc1
51	2	-1	4	6	-1.5	-3	10	6	-4	-7	C=CCOC(=O)C(C#N)c1nc2ccccc2nc1N1CCN(c2ccccc2OCC)CC1 (centres undefined)
52	2	2	-1	6	-1.9	-6	3	-6	4	2	Cc1ccccc1NC(=O)CN1C(=O)S/C(=C/c2cccnc2)C1=O
53	0	-7	-3	-5	-0.4	1	4	14	1	2	CC[C@]12c3[nH]c4ccccc4c3CCN1C(=O)C(CC(=O)NCc1ccc(OC)c(OC)c1)C[C@@H]2C(=O)N1CCN(C(=O)C2CC2)CC1 (some centres undefined)
54	-1	5	5	-20	1.3	-10	-4	17	-3	2	C=CCn1c(SCC(=O)NCCCC)nc2scc(-c3ccco3)c2c1=O
55	·	2	3	-14	·	·	-2	-5	-1	-11	C(=C\c1ccccc1)/CSc1nnc(COc2ccccc2)n1Cc1ccco1
56	6	-2	-1	0	-1.2	4	17*	8	0	5	Cc1sc(NC(=O)CS(=O)(=O)c2ccccc2)c(C(N)=O)c1C
57	7	-3	0	6	0.2	1	-2	10	1	13	Cc1cc(F)ccc1S(=O)(=O)N1CCCOC1CNC(=O)C(=O)NCCCN1CCOCC1 (centres undefined)
58	3	7	-1	25	-9.5	15	7	2	-3	-6	O=c1cc(-c2ccccc2)[nH]c2[nH]n(-c3ccccc3)c(=O)c12
59	-2	-3	-3	3	0.9	-6	-2	4	1	-2	CCCCn1c(SCC(=O)Nc2ccc(NC(C)=O)cc2)nc2ccccc2c1=O
60	-3	-2	1	-3	-1.0	-21	2	-11	1	-7	COc1ccc(S(=O)(=O)N2CCCCC2)cc1NC(=S)Nc1cccc(Cl)c1C
61	-7	1	0	-7	0.8	-45	0	-15	4	2	CN(C)C=NC(=O)c1[nH]c2ccc(Cl)cc2c1-c1ccccc1
62	-1	1	-4	-3	0.1	0	-6	2	2	1	CCOC(=O)c1ccc(NC(=O)CCc2nnc3ccc(N4CCCC4)nn23)cc1
